PKM2 activator: qHTS Assay for Activators of Human Muscle isoform 2 Pyruvate Kinase; Pyruvate kinase PKM (Homo sapiens), P14618; actives 0.34% (n = 260,000); Potency, µM (highest dose often 57.5 µM), without a hit: at the top dose activation, actives largely listed as activators; purified PKM2, Kinase-Glo ATP luminescence, activation; response scale: 0% is enzyme alone, no compound; AID 1631, 2009; also: potency is read from the fitted curve at half-maximal effect; % is scaled to controls: 0 for no effect and ±100 for the full control effect; nearly all actives have a fitted effect of over 55% in size
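ATP formation by purified human PK-M2, quantified via coupled luciferase luminescence after 1 h at room temperature with 0.1 mM ADP and 0.5 mM PEP final.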
B2AR arrestin: qHTS assay of beta-arrestin-biased ligands of beta2-adrenergic receptor. Beta-2 adrenergic receptor (Homo sapiens), P07550. beta-arrestin recruitment to beta2AR, cell-based reporter. Potency, µM (top dose mostly 46.1 µM), for the others: top-dose activation, actives largely listed as activators. actives 0.02% (n = 330,000). AID 492947, 2010;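 also: potency is read from the fitted curve at half-maximal effect; 0% = DMSO controls and full agonism = EC100 isoproterenol or metaproterenol; nearly all actives have a fitted effect of over 65% in size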
Giardia kill: Small Molecules that selectively kill Giardia lamblia: qHTS; activity change, % at 7.66 µM, hits read low; actives 0.15% (n = 340,000); Giardia lamblia trophozoite viability; AID 540267, 2011; in the data active = activity change below about -80%; inconclusive = between about -30% and that limit;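 also: parasites exposed to compound for two days anaerobically before the ATP read; % is scaled to controls: 0 for no effect and ±100 for the full control effect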
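Compounds were tested on trophozoites seeded at 100 cells/well and held 48 hrs at 37 deg C anaerobically. An ATP-based luminescent kit measured the remaining live cells.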
Menin-MLL TR inh: qHTS Assay for Inhibitors Targeting the Menin-MLL Interaction in MLL Related Leukemias: Competition With Texas Red Labeled MLL-derived Mutant Peptide. O00255. Menin + Texas Red MLL mutant peptide, fluorescence polarization. Potency, µM (doses to about 61.6 µM), inactives show at the top dose FP activity change, negative = inhibition, most hits filed as inhibitors. actives 0.23% (n = 270,000); active = well fitted inhibition curve with a large enough effect in the polarisation, with a control signal flat, not every such curve was filed as active; inconclusive = small, poorly fitted or top-dose-only effect, or effect the other way, or a change in a side signal; inactive = no such curve, though single readings can be large or run the other way; the % refers to the polarisation; also: potency is read from the fitted curve at half-maximal effect; % of control where 0% means no effect; many of its hits are not listed in these tables
Integrin act MD: qHTS for Activators of Integrin-Mediated Alleviation for Muscular Dystrophy | alpha7betagal myoblasts, beta-gal FDG fluorescence, 48 h | Potency, µM (top dose mostly 38.3 µM), inactives show at the top dose activation, actives largely listed as activators | actives 0.064% (n = 350,000) | AID 624291, 2012;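 also: potency is read from the fitted curve at half-maximal effect; 100% = response of the positive control SU9516; nearly all actives have a fitted effect of over 60% in size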
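alpha7betagal+/- myoblasts (passage 13, 250/well) treated 48 h at 37C with compounds at 1:260 dilution of DMSO stock. Lysed, then beta-galactosidase activity read as FDG fluorescence (ex 480/em 540) after 30 min, with pre-read for autofluorescence.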
FBPA coupling cs: qHTS Assay for Inhibitors of Fructose-1,6-bisphosphate Aldolase from Giardia Lamblia: Coupling assay counterscreen. coupling enzyme system counterscreen, AmpLite Red fluorescence. activity change, negative = inhibition, % at 58.2 µM, hits read low. actives 0.67% (n = 290,000); in the data active = activity change below about -30%; also: % is scaled to controls: 0 for no effect and ±100 for the full control effect
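Fluorescence at 525 nm excitation and 598 nm emission measured inhibition of the coupled detection system without aldolase. Compounds (at 57.5 uM final) were preincubated 10 min at room temperature with coupling enzyme reagent before a 20 min substrate/AmpLite Red step.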
Tb PFK block: qHTS Assay to Find Inhibitors of T. brucei phosphofructokinase; Potency, µM (titrated, usually from 57.5 µM), inactives show top-dose activity, negative = inhibition, hits mostly inhibitors; T. brucei PFK, ADP-Glo luminescence; ATP-dependent 6-phosphofructokinase (Trypanosoma brucei brucei), O15648; actives 0.17% (n = 330,000);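 also: potency is read from the fitted curve at half-maximal effect; 0% = uninhibited 1x PFK enzyme wells and -100% = no-enzyme wells; nearly all actives have a fitted effect of over 60% in size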
Target sequence (O15648 whole entry, looked up): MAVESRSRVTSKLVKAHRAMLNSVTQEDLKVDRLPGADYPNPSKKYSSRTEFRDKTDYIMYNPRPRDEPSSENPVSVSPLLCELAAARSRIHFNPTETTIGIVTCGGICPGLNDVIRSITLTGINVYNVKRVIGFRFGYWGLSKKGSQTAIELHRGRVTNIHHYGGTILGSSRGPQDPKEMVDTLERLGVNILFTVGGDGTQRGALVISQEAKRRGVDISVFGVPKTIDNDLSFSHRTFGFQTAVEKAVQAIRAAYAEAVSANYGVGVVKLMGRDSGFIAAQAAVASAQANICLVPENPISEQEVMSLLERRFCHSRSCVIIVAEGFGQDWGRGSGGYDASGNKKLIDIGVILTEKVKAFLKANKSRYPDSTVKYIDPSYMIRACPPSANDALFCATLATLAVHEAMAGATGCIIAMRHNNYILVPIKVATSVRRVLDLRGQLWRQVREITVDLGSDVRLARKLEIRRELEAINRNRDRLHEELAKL
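Activity is normalized to no-enzyme wells (full inhibition) and 1.25 nM enzyme wells (no inhibition). Reaction: 0.5 mM F6P, 0.1 mM ATP, 45 min RT, ADP-Glo luminescence; concentration-response curves fitted and classed by quality.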
S-ASM inh: Inhibitors of Secretory Acid Sphingomyelinase (S-ASM): qHTS; placental ASM, HMU-PC fluorogenic substrate, 60 min; Potency, µM (titrated, usually from 57.5 µM), inactives show at the highest dose activity change, negative = inhibition, most hits filed as inhibitors; AID 504937, 2011; actives 0.006% (n = 340,000); Sphingomyelin phosphodiesterase (Homo sapiens), P17405; also: potency is read from the fitted curve at half-maximal effect
Target sequence (P17405 47-631 limits assumed): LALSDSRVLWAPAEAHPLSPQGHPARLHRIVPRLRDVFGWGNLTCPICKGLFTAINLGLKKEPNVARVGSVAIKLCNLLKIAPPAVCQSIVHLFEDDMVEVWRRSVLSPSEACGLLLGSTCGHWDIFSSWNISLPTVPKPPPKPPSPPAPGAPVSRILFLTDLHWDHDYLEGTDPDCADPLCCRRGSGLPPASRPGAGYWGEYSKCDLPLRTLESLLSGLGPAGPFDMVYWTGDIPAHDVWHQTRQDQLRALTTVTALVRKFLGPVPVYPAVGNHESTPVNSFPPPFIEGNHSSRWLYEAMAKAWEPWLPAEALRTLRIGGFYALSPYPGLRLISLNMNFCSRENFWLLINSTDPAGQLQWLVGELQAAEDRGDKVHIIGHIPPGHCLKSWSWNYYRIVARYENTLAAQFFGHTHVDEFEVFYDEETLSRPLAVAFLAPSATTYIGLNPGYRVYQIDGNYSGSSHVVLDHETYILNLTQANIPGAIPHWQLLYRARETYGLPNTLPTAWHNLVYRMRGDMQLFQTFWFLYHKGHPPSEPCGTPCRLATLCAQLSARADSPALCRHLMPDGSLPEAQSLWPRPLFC
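Fluorescence read-out (Ex 386 nm, Em 447 nm) after stopping the reaction at pH 10. Enzyme: ASM from human placenta; substrate HMU-PC0, 9 uM final; 60 min, 37 °C. Compound preincubation 10 min, ambient temperature.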
GALK inh: qHTS Assay for Inhibitors of Human Galactokinase (GALK) | AID 1868, 2009 | P51570 | Potency, µM (highest dose often 57.5 µM), without a hit: at the top dose activity change, negative = inhibition, hits mostly inhibitors | Purified GALK, Kinase-Glo residual ATP luminescence | actives 0.007% (n = 270,000); also: potency is read from the fitted curve at half-maximal effect; % is scaled to controls: 0 for no effect and ±100 for the full control effect
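Human GALK (5 nM) with 35 uM ATP and 100 uM galactose in 20 mM HEPES pH 8.0, 5 mM MgCl2, 60 mM NaCl, 1 mM DTT, 0.01% BSA. After 1 h at room temperature, leftover ATP was read by Kinase-Glo Plus luminescence.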
TSG101-PTAP inh: qHTS Assay for Iinhibitors of HIV-1 Budding by Blocking the Interaction of PTAP/TSG101; Tumor susceptibility gene 101 protein (Homo sapiens), Q99816; Fluorescence polarization, FITC-PTAP peptide / Tsg101 binding; Potency, µM (doses to about 115 µM), for the others: top-dose activity change, negative = inhibition, most hits filed as inhibitors; 340,000 tested, under 10 active; AID 493005, 2010; active = well fitted inhibition curve with a large enough effect in the main read-out, with a control signal flat, not every such curve was filed as active; inconclusive = small, poorly fitted or top-dose-only effect, or effect the other way, or a change in a side signal; inactive = no such curve, though single readings can be large or run the other way; also: potency is read from the fitted curve at half-maximal effect; % of control where 0% means no effect
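FP read-out: FITC-PTAP peptide, 50 nM final, binding Tsg101 binding domain, 10 uM final; 20 min, r.t.; 10 mM HEPES pH 7.5, 0.15 M NaCl, 0.01% Tween 20, 3 mM EDTA, 0.1 mM TCEP.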
BCR signal inh: qHTS Assay to Find Inhibitors of Chronic Active B-Cell Receptor Signaling | ABC-DLBCL IkBa-CBG/CBR reporter, luminescence ratio, 4 h | Potency, µM (doses to about 46.1 µM), inactives show at the top dose ratio change, negative = lower green/red ratio, actives largely listed as inhibitors | actives 0.05% (n = 340,000); active = well fitted inhibition curve with a large enough effect in the signal ratio, with a control signal flat, not every such curve was filed as active; inconclusive = small, poorly fitted or top-dose-only effect, or effect the other way, or a change in a side signal; the % refers to the signal ratio;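 also: potency is read from the fitted curve at half-maximal effect; plate controls were basal doxycycline-induced cells for no effect and cells given 10 µM MG132 for full effect; MG132 reads +100%, hits lower the ratio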
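Concentration-response series (up to 46 uM) were applied to TMD8 dual-reporter cells for 4 h at 37C with doxycycline. Green/red ratio, after filter-overlap correction, defined %Activity; red signal alone was normalised to basal cells and zero luminescence.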
Numbers without * were called inactive; [ ] = another dose, or the depositor's remark. Unless noted, calls follow the shape of the dose curve; as a rule, active = well fitted curve in the direction sought with a large enough effect; inconclusive = small, poorly fitted or top-dose-only effect, or another doubt; inactive = no such curve, though single readings can be large; an effect the other way counts as inactive or inconclusive. Some of the compounds tested; rates above refer to the full screens.

`COc1ccc(C)cc1NC(=O)CCN1CCN(c2ccccc2)CC1` gave B2AR arrestin 0.2%, Giardia kill -10, Menin-MLL TR inh 5%, Integrin act MD 17%, FBPA coupling cs 2, Tb PFK block -15%, S-ASM inh 2%, TSG101-PTAP inh -3% and BCR signal inh -1%.
Cn1cc(CCNC(=O)C2CCC(=O)N(CCc3ccc(Cl)cc3)C2)cn1 (stereo unspecified) was read as PKM2 activator 6%, B2AR arrestin 0.2%, Giardia kill -18, Menin-MLL TR inh -6%, Integrin act MD -20%, FBPA coupling cs -1, Tb PFK block 1%, S-ASM inh 0%, GALK inh 0%, TSG101-PTAP inh -1% and BCR signal inh 3%.
C=CCn1c(=O)/c(=C2/Sc3cc(OC)ccc3N2C)s/c1=C1\C(=O)N(CC)C(=S)N1C was read as PKM2 activator -2%, B2AR arrestin 0.0%, Menin-MLL TR inh -3%, FBPA coupling cs 0, Tb PFK block 2%, GALK inh 3% and BCR signal inh inconclusive.
`CCC(=O)c1c[nH]c(C(=O)N2CCOCC2)c1` gave PKM2 activator -8%, B2AR arrestin -1.0%, Giardia kill -28, Menin-MLL TR inh 6%, Integrin act MD inconclusive, FBPA coupling cs 2, Tb PFK block 0%, S-ASM inh 2%, GALK inh -1%, TSG101-PTAP inh -5% and BCR signal inh -4%.
NC(=O)CC(NC(=O)Cc1cccc2ccccc12)c1ccc(NCC2CC2)c([N+](=O)[O-])c1 (stereo unspecified) was read as PKM2 activator 0%, B2AR arrestin 0.3%, Giardia kill 13, Integrin act MD -1%, FBPA coupling cs 1, Tb PFK block 2%, S-ASM inh -5%, GALK inh -2%, TSG101-PTAP inh -4% and BCR signal inh inconclusive.
For CCOc1ccc(-c2nnc(SCc3nnc(-c4ccccc4)o3)n2-c2ccccc2F)cc1 the results were PKM2 activator inconclusive, B2AR arrestin 0.0%, Giardia kill -9, Menin-MLL TR inh 0%, Integrin act MD -23%, FBPA coupling cs -15, Tb PFK block -1%, S-ASM inh -5%, GALK inh 1%, TSG101-PTAP inh -4% and BCR signal inh -1%.
For O=c1c(Cc2ccccc2)c(O)nc2n1CCCS2 the results were PKM2 activator 1%, B2AR arrestin -0.2%, Giardia kill 1, Menin-MLL TR inh 1%, Integrin act MD -5%, FBPA coupling cs 1, Tb PFK block -3%, S-ASM inh 3%, GALK inh 0%, TSG101-PTAP inh -6% and BCR signal inh 11%.
O=C(c1ccc(Cl)cc1)c1cn[nH]c1-c1ccccc1O was read as PKM2 activator 2%, B2AR arrestin 4.7%, Giardia kill 19, Menin-MLL TR inh 9%, Integrin act MD 19%, FBPA coupling cs 5, Tb PFK block -3%, S-ASM inh -7%, GALK inh 0%, TSG101-PTAP inh -10% and BCR signal inh inconclusive.
O=C(C1=C[C@@H](c2coc3ccccc3c2=O)C[C@@H](OCc2ccc(CO)cc2)O1)N1CCCCCCC1 was read as PKM2 activator 0%, B2AR arrestin -0.4%, Giardia kill -1, Menin-MLL TR inh inconclusive, Integrin act MD 3%, FBPA coupling cs -1, Tb PFK block -2%, S-ASM inh 2%, GALK inh -1%, TSG101-PTAP inh -7% and BCR signal inh -4%.
Fc1ccc(Nc2c3c(nc4ccccc24)CCC3)cc1 was read as PKM2 activator 2%, B2AR arrestin -1.2%, Giardia kill 13, Menin-MLL TR inh -24%, Integrin act MD -51%[inhibitor], FBPA coupling cs 1, Tb PFK block -2%, S-ASM inh 0%, GALK inh 0%, TSG101-PTAP inh -11% and BCR signal inh inconclusive.
Screening Cc1cc(-c2ccc(C)c(S(=O)(=O)NCCCN(Cc3ccccc3)C(C)C)c2)on1 returned B2AR arrestin 0.0%, Giardia kill 6, Integrin act MD -11%, Tb PFK block 2%, S-ASM inh -4%, GALK inh -6%, TSG101-PTAP inh -1% and BCR signal inh -4%.
`O=C(Nc1cccc(Cl)c1Cl)c1ccncc1` gave PKM2 activator 2%, B2AR arrestin -0.3%, Giardia kill 14, Integrin act MD 8%, FBPA coupling cs 4, Tb PFK block 0%, S-ASM inh -2%, GALK inh 0%, TSG101-PTAP inh -1% and BCR signal inh inconclusive.
For COc1ccc(/C(O)=C2\C(=O)C(=O)N(Cc3ccco3)C2c2cc(OC)ccc2OC)cc1 (stereo unspecified) the results were PKM2 activator 0%, B2AR arrestin -0.5%, Giardia kill 10, Menin-MLL TR inh 2%, Integrin act MD 3%, FBPA coupling cs -3, Tb PFK block -10%, S-ASM inh 1%, GALK inh 0%, TSG101-PTAP inh -4% and BCR signal inh 2%.
`O=S(=O)(c1ccc2[nH]ccc2c1)N1CCCCCC1` gave B2AR arrestin 0.4%, Giardia kill 1, Integrin act MD -15%, Tb PFK block 1%, S-ASM inh 0%, GALK inh -6%, TSG101-PTAP inh -2% and BCR signal inh -11%.
`COc1ccc(N2C(=O)c3ccccc3C2=O)cc1` gave PKM2 activator -5%, B2AR arrestin -0.3%, Giardia kill 1, Menin-MLL TR inh 17%, Integrin act MD -18%, FBPA coupling cs 2, Tb PFK block 1%, S-ASM inh 4%, GALK inh 4%, TSG101-PTAP inh -1% and BCR signal inh -1%.
For Cc1ccc(NC(=O)c2cc(-c3ccco3)on2)cc1C the results were PKM2 activator -2%, B2AR arrestin -0.7%, Giardia kill -3, Menin-MLL TR inh inconclusive, Integrin act MD -3%, FBPA coupling cs 1, Tb PFK block -3%, S-ASM inh -2%, GALK inh -1%, TSG101-PTAP inh -4% and BCR signal inh inconclusive.
`CC1Cc2cc(/C(O)=C3/C(=O)C(=O)N(CCN4CCOCC4)C3c3cccc(O)c3)ccc2O1` (stereo unspecified) gave PKM2 activator 10%, B2AR arrestin 0.3%, Giardia kill 3, Menin-MLL TR inh -25%, Integrin act MD -3%, FBPA coupling cs 6, Tb PFK block -22%, S-ASM inh -1%, GALK inh -1%, TSG101-PTAP inh 1% and BCR signal inh -2%.
For CC1=Nc2ccccc2/C1=C/c1sc(=O)n(CC(=O)N2CCCC2)c1O the results were PKM2 activator 1%, B2AR arrestin 0.0%, Giardia kill -3, Menin-MLL TR inh 18%, Integrin act MD -11%, FBPA coupling cs 0, Tb PFK block -2%, S-ASM inh -2%, GALK inh -4%, TSG101-PTAP inh -3% and BCR signal inh inconclusive.
Cc1ccc(NC(=O)Nc2cccc(C)n2)cc1 was read as B2AR arrestin 0.1%, Giardia kill -2, Menin-MLL TR inh 3%, Integrin act MD 3%, FBPA coupling cs -2, Tb PFK block 2%, S-ASM inh -3%, GALK inh -4%, TSG101-PTAP inh -1% and BCR signal inh inconclusive.
For Cc1ccc(CNC(=O)NCc2ccccc2)cc1 the results were PKM2 activator 7%, B2AR arrestin -0.7%, Giardia kill 0, Menin-MLL TR inh 8%, Integrin act MD 3%, FBPA coupling cs 1, Tb PFK block 4%, S-ASM inh 4%, GALK inh 0%, TSG101-PTAP inh -1% and BCR signal inh 0%.
For Cc1ccc(/C=C/C(=O)NCc2ccco2)o1 the results were PKM2 activator 14%, B2AR arrestin -0.5%, Menin-MLL TR inh 3%, FBPA coupling cs 0, Tb PFK block -27%, GALK inh 0% and BCR signal inh 0%.
Screening COc1ccc(S(=O)(=O)N2CCC(N3CCN(c4ccccc4)CC3)CC2)cc1 returned PKM2 activator 6%, B2AR arrestin -0.4%, Menin-MLL TR inh 2%, FBPA coupling cs 2, Tb PFK block 2%, GALK inh 0% and BCR signal inh 3%.
Screening O=C1CC(c2cccc([N+](=O)[O-])c2)c2ccc3ccccc3c2N1 (stereo unspecified) returned PKM2 activator 2%, B2AR arrestin -0.3%, Giardia kill -4, Menin-MLL TR inh 10%, Integrin act MD -30%, FBPA coupling cs -5, Tb PFK block 2%, S-ASM inh -16%, GALK inh 0%, TSG101-PTAP inh -7% and BCR signal inh 1%.

Assay outcomes from PubChem.
